EP2 modulator – modulates human prostaglandin E2 receptor EP2 signaling | induction, % at 25 µM | EP2-expressing cells, cAMP HTRF FRET, PGE2 co-stimulation | hit rate 0.83% among 260,000;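 active = compounds whose cAMP rise, as percent of the full-agonist control response, exceeds 60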;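 note: rat C6 glioma line stably carrying human EP2 under a CMV promoter; the protocol text gives 20 µM as final concentration; 100% = response of wells given 1 µM PGE2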
Target sequence (P43116 whole entry, looked up): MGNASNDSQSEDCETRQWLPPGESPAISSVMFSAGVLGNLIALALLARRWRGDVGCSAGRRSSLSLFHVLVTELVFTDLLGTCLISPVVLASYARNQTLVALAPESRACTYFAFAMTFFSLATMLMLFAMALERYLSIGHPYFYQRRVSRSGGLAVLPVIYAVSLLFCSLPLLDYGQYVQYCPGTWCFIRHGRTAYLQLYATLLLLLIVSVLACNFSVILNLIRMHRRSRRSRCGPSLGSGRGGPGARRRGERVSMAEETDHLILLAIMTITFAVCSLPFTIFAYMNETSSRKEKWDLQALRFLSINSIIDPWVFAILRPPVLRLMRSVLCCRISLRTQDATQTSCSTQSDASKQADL
NPY-Y1 PAM-ag – human NPY-Y1 potentiation or agonism, primary screen. NPY-Y1 expressing cells, potentiator/agonist activation. activation, % at 3.6 µM. hit rate 0.37% among 220,000. AID 1304; in the data active = activation above about 33%, passing the limit was not always enough;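 note: cells stimulated with NPY at EC10 then isoproterenol at EC100; 0% = low agonist plus stimulus and 100% = saturating agonist plus stimulus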
Target sequence (P25929 whole entry, looked up): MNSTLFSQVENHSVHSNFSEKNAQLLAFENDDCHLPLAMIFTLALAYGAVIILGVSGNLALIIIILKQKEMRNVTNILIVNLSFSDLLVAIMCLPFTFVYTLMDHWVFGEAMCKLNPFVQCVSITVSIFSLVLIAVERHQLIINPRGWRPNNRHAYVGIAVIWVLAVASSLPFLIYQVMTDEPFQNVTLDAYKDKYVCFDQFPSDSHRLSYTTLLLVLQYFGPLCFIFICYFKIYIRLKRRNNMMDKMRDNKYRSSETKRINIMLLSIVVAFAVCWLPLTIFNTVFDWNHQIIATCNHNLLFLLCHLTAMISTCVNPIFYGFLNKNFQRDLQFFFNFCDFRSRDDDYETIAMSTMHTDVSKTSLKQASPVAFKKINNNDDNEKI
CHOP inhibitor – inhibitors of CHOP induction in ER stress response; CHO-K1 CHOP-promoter luciferase, tunicamycin-induced, 15-18 h; inhibition, % at 10 µM; hit rate 3.8% among 220,000;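 active = compounds that reduced the stress-induced luciferase reporter signal by more than about 70% of percent inhibition, limit read from the data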;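 note: 0% = tunicamycin plus vehicle and 100% = wells without tunicamycin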
TRPML3 agonist – human mucolipin-3 channel agonism | Q8TDD5 | hit rate 0.29% among 220,000 | activation, % at 3 µM | HEK293 TRPML3-YFP, Fluo-8 calcium fluorescence; 100% = the carbachol control signal;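 active = activation above its plate's cutoff, the mean activation of the plate's test wells plus 3 SD, cut at about 12% in these data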;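 note: 0% = DMSO only wells and 100% = carbachol wells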
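Material: HEK293 cells stably carrying human TRPML3-YFP; compound dosing: single dose, 3 µM final nominal compound, 0.3% DMSO final; incubation: 1-h 37 °C dye load, 5-s basal, 120-s post-compound reads; technique: Fluo-8 intracellular calcium fluorescence, excitation 470-495 nm, emission 515-575 nm; read-out basis: percent activation from peak-to-basal fluorescence ratio, scaled between DMSO and carbachol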
14-3-3 Bad inh – disrupts binding of bovine 14-3-3 zeta to phospho-Bad peptide | P63103 | TR-FRET 14-3-3zeta/Dy647-pBad peptide displacement, 1 h | inhibition, % at 21.7 µM | hit rate 0.71% among 220,000 | AID 781;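 active = inhibition above about 70%, limit read from the data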;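 note: 0% = full 14-3-3 plus peptide FRET controls and 100% = background without 14-3-3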
Target sequence (P63103 whole entry, looked up): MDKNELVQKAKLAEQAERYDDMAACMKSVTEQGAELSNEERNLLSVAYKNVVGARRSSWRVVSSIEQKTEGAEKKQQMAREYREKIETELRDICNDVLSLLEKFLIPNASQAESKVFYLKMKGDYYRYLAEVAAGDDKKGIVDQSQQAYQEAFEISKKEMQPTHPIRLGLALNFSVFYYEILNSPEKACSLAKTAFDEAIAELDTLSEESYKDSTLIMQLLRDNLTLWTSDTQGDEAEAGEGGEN
NPY Y1 blocker – antagonists of human neuropeptide Y receptor Y1; P25929; HEK293-CNG Y1 cells, membrane potential fluorescence; NPY at EC95, then isoproterenol; inhibition, % at 3.6 µM; hit rate 1% among 200,000; AID 1040;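 active = inhibition above the campaign mean inhibition of all tested compounds plus 3 SD, cut at about 20% in these data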;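 note: 0% = DMSO wells given NPY plus isoproterenol and 100% = isoproterenol alone without NPY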
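Assay system: HEK293 cells with Y1 receptor plus CNG channel | Probe or stimulus: NPY (25 nM), isoproterenol (1 µM), Ro 20-1724 (25 µM) | Timing: Compound incubation 1 h at room temperature, readout 45 min post-stimulation | Measured by: Membrane-potential fluorescent dye readout | Benchmarks: High control isoproterenol alone, low control NPY with isoproterenol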
zfTRPN1 agonist – activates the zebrafish TRPN1 channel; activation, % at 3 µM; hit rate 0.18% among 220,000; HEK293 zebrafish TRPN1-YFP, Fluo-8 calcium fluorescence; 100% = response to 87 µM carbachol;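 active = activation above its plate's cutoff, the mean activation of test wells on that plate plus 3 SD, cut at about 19% in these data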;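 note: 0% = DMSO alone and 100% = 87 µM carbachol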
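Assay system: Zebrafish TRPN1-YFP in HEK293 cells | Incubation: Dye loading 1 h at 37 °C, then 30 min room temperature | Measured by: Kinetic Fluo-8 fluorescence, ex 470-495, em 515-575 nm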
PPC-1+TRAIL kill – kills PPC-1 cancer cells in the presence of TRAIL; cell killing (% activity), % at 4 µM; PPC-1 cells + TRAIL, ATPLite viability luminescence; hit rate 0.41% among 220,000;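 active = cell killing above 50% in the first pass at 4 µM, then a duplicate retest at 5 µM averaging 50% or more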;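 note: plate controls were cells with TRAIL plus DMSO for no effect and medium-only wells lacking cells for full effect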
PGE2 EP2 inh – EP2 receptor (human) inhibition | C6 glioma cells expressing human EP2, cAMP TR-FRET; cells stimulated with saturating PGE2 | hit rate 0.52% among 260,000 | inhibition, % at 25 µM | P43116 | AID 1422;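 active = percent inhibition above 40 after rounding to a whole number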;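 note: rat C6 glioma host cells with rolipram phosphodiesterase inhibitor present; the protocol text gives 20 µM as final concentration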
* hit, by the source's call; . = not tested or not shown; & = joins results of further samples; [ ] = dose if it differs, or a comment. These rows are one share of the data (hit frequency here may not be typical).

SMILES | EP2 modulator | NPY-Y1 PAM-ag | CHOP inhibitor | TRPML3 agonist | 14-3-3 Bad inh | NPY Y1 blocker | zfTRPN1 agonist | PPC-1+TRAIL kill | PGE2 EP2 inh
COc1ccc(-c2cc(C(=O)OCC(=O)c3c(N)n(C)c(=O)n(C)c3=O)c3ccccc3n2)cc1 | 10 | 22 | 20 | 0.1 | -9 | -9 | -0.9 | 20 | 6
Cc1occc1C(=O)N/N=C/c1ccc(N(C)C)cc1 | -43 | -8 | 6 | 0.8 | 42 | . | -0.1 | 18 | 3
CCN(CC)CC#Cc1ccc(C)cc1 | 7 | -15 | -12 | 1.1 | 1 | . | 0.5 | -6 | 9
CCn1c(-c2cc(-c3ccc(C)c(C)c3)nc3ccccc23)n[nH]c1=S | -5 | -8 | 76* | -1.4 | -24 | -1 | -1.7 | 1 | 19
O=C(Nc1ccc(F)cc1)N1CCN(c2ccc(F)cc2)CC1 | -2 | 15 | 19 | 1.5 | 1 | -3 | 0.9 | 4 | 4
COc1ccccc1CNC(=O)COC(=O)Cc1cccs1 | 37 | -7 | -8 | -0.2 | -7 | 0 | -1.2 | 0 | 6
COc1cc(Cl)c(C)cc1NC(=O)CSc1cc(Cl)ccc1Cl | 18 | -21 | 23 | 0.0 | -3 | 2 | -1.5 | 19 | 13
CC(C)(C)C(=O)NCCCc1nc2ccccc2n1CCCOc1ccc(Cl)cc1 | -39 | 1 | 53 | 2.1 | -5 | 4 | 5.7 | 16 | 4
CCN1CCN(c2nc(-c3ccncc3)nc3ccccc23)CC1 | 19 | 9 | 48 | 1.1 | 10 | 0 | -0.1 | 11 | .
C=CCn1cc(C(=O)NCCOC)c(=O)c2cc(S(=O)(=O)N(CC)CC)ccc21 | 7 | -1 | 13 | 1.1 | 3 | 2 | -0.5 | 6 | 9
OC(COc1c(F)cc(Br)cc1F)CN1CCN(c2ccc(F)cc2)CC1 (centres undefined) | -39 | -23 | 58 | 0.8 | 42 | 20* | -0.2 | -3 | .
COc1ccc(NC(=O)C2CCCN(S(=O)(=O)c3ccc4c(c3)oc(=O)n4C)C2)cc1OC (centres undefined) | -14 | -5 | 22 | 1.0 | -3[fluorescence artefact?] | -2 | -0.1 | 11 | 10
CCOc1ccc(CCNC(=O)C(CCC(N)=O)NC(=O)OCc2ccccc2)cc1OCC (centres undefined) | 28 | -4 | 11 | 0.1 | -10 | -3 | 1.2 | 12 | 10
Cc1ccc(C)c(N2CCN(c3ccc(N4C(=O)COCC4=O)cc3[N+](=O)[O-])CC2)c1 | 6 | 6 | 39 | 0.7 | -5 | 4 | 1.4 | 10 | 7
c1ccc(-c2nc(-c3ccco3)n3ccccc23)cc1 | 36 | 5 | -30 | 1.2 | 7 | 8 | 0.8 | 27 | 12
COc1ccccc1CNCC(=O)Nc1cc(S(=O)(=O)N2CCCCCC2)ccc1Cl | -26 | -22 | 8 | 1.7 | 15 | . | -1.6 | -5 | 11
COC(=O)CCc1c(C)[nH]c(C(=O)OCc2ccccc2)c1C | 19 | 13 | 32 | -1.7 | 5 | 4 | -1.2 | -10 | 13
O=C(CSc1n[nH]c(=O)[nH]c1=O)Nc1cccc(S(=O)(=O)N2CCOCC2)c1 | 9 | -15 | -7 | 0.3 | -11 | 5 | 0.7 | -4 | 3
COc1ccc(/C=N/NC(=O)CSc2nnc(CCCc3ccc(OC)c(C)c3)o2)cc1 | -6 | 14 | 70* | 0.6 | -6 | 3 | -0.2 | 18 | 1
COc1ccc(-c2nc(=S)n3ccsc3n2)cc1OC | -29 | -9 | -17 | 0.8 | -2 | 7 | 0.4 | 0 | 7
O=C(Nc1ccc(F)cc1F)N1CCC(c2nc3ccccc3o2)CC1 | -2 | 8 | 29 | 0.4 | -9 | 4 | 0.6 | 4 | 7
COc1ccc(O)c(C(=O)c2cc(C#N)c(=O)n(-c3c(C)n(C)n(-c4ccccc4)c3=O)c2)c1 | 17 | -13 | -24 | 1.1 | -16 | -1 | 1.0 | 17 | 6
C#CCNC(=O)C1=C[C@@H](c2ccccc2)[C@H](CCCO)[C@@H](OCC)O1 | 9 | 7 | 24 | -0.2 | -3 | -2 | 0.7 | 16 | 5
CC1(C)NC(=O)N(CCOCCOc2cccc(Oc3ccccc3)c2)C1=O | 8 | -17 | 22 | -0.3 | 9 | 3 | -0.4 | 2 | 8
O=C(CN1CCOc2ccccc21)NCc1ccc(Cl)cc1 | 10 | -15 | 8 | -0.7 | -13[fluorescence artefact?] | -2 | -1.3 | 9 | 6
Cc1cc(C)cc(C(=O)NCC(=O)OCC(=O)N(C)c2ccccc2)c1 | -15 | -12 | 1 | 0.2 | 3 | 1 | 1.4 | 5 | 10
c1csc(-c2cnc3ccccc3n2)c1 | 3 | 14 | 8 | 1.0 | 10 | -4 | 0.8 | 16 | 7
Cc1cccc(N2CCN(C(=S)c3ccc([N+](=O)[O-])cc3)CC2)c1 | -26 | 4 | 14 | 0.8 | -2 | -3 | -1.0 | 20 | 6
O=C(CCc1nc2ccccc2s1)Nc1cccnc1 | -11 | -6 | -26 | 0.7 | -16 | 1 | 1.8 | 17 | 4
O=c1c(Cc2ccccc2)c(O)ccn1Cc1ccco1 | 42 | 0 | 5 | 0.7 | -10 | 3 | 0.5 | 12 | 9
CCN1C(=O)CC(N2CCC(C(=O)OC)CC2)C1=O (centres undefined) | 6 | 6 | -14 | 1.2 | -7 | 2 | -1.3 | 7 | 13
C/C(=N\NC(=O)Cc1ccc(F)cc1)c1ccc(O)cc1 | -33 | 9 | 11 | 0.7 | -13 | 5 | 1.5 | 22 | 4
COc1cccc(/C=C/C(=O)OCC(=O)NCCc2ccccc2)c1 | -50 | -31 | 11 | 0.2 | -2 | 11 | -1.3 | -5 | 8
CCN(CC)S(=O)(=O)c1cc(NC(=O)COC(=O)CCc2nc3ccccc3s2)ccc1C | 12 | -43 | 27 | 1.9 | 7 | 7 | 3.6 | -8 | 3
CCOc1ccc(CNC(=O)CCS(=O)(=O)Cc2ccc(C)cc2)cc1OC | 23 | 10 | 43 | 0.4 | -9 | -3 | -3.4 | 12 | 5
CNc1cccccc1=S | 1 | -26 | -14 | 0.8 | 14 | -5 | 0.7 | 1 | 7
Cc1cc(C)c(C(=O)CSc2nnc(-c3cccnc3)n2C)c(C)c1 | -21 | -12 | 1 | 0.5 | -13 | 9 | 2.2 | 6 | 7
O=c1[nH]c2ccccc2cc1CN(c1ccccc1)S(=O)(=O)c1ccccc1 | 6 | 2 | 18 | 1.1 | 3 | -2 | 2.1 | 6 | 4
Cn1c(=O)c2c(ncn2CC(=O)N2CCCCCC2)n(C)c1=O | 17 | -5 | 10 | 0.4 | 0 | . | 1.2 | -11 | 6
CC(=NCc1ccco1)C1=C(O)c2ccccc2C1=O | 15 | -3 | -39 | 0.2 | -5[fluorescence artefact?] | -8 | -1.0 | -34 | 17
Clc1ccc(OCCSc2nnnn2C2CCCCC2)cc1 | -11 | -11 | 63 | 0.7 | -1 | 16 | -0.9 | 8 | 5
CC(=O)C1=C(O)C(=O)N(CC#N)C1c1cccs1 (centres undefined) | 9&1 | 9 | -1 | 0.5 | 25 | -5 | 0.3 | 10 | 18&7
Cn1c(SCC(=O)c2ccccc2)nnc1-c1cccnc1 | -5 | 5 | -22 | 0.2 | 19 | 2 | 0.0 | 8 | 9
Cn1cc(C(=O)Nc2ccc(Cl)cc2)c(C(F)(F)F)n1 | -19 | 4 | -3 | 1.8 | -14 | 1 | 2.5 | 11 | 1
Cc1nnc(NC(=O)CSc2nc3[nH]ncc3c(=O)[nH]2)s1 | 13 | -6 | 13 | 0.7 | 1 | 2 | 0.8 | -28 | 3
CCOC(=O)C1=C(C)N=c2s/c(=C\c3ccncc3)c(=O)n2C1c1ccc2c(c1)OCO2 (centres undefined) | 14 | -7 | 51 | 0.7 | -6[fluorescence artefact?] | 8 | 2.0 | 1 | 20
CCOc1ccccc1C(=O)NC(C(=O)Nc1cccnc1)C(C)C (centres undefined) | 4 | -4 | 7 | -1.9 | -6 | 11 | -1.2 | 1 | 5
N#C/C(=C\c1ccc(-c2ccc(C(=O)O)cc2)o1)c1nc2ccccc2[nH]1 | -36 | -2 | -7 | 4.3 | -17 | 2 | 7.2 | 9 | 10
Clc1ccc2[nH]c3c(c2c1)CCc1cn[nH]c1-3 | -58 | 41 | 87* | 0.8 | 6[fluorescence artefact?] | -13 | 1.4 | -2 | 32

A draw from above in order of molecular weight, smallest number first.
SMILES | EP2 modulator | NPY-Y1 PAM-ag | CHOP inhibitor | TRPML3 agonist | 14-3-3 Bad inh | NPY Y1 blocker | zfTRPN1 agonist | PPC-1+TRAIL kill | PGE2 EP2 inh
CCN(CC)CC#Cc1ccc(C)cc1 | 7 | -15 | -12 | 1.1 | 1 | . | 0.5 | -6 | 9
Clc1ccc2[nH]c3c(c2c1)CCc1cn[nH]c1-3 | -58 | 41 | 87* | 0.8 | 6[fluorescence artefact?] | -13 | 1.4 | -2 | 32
CC(=O)C1=C(O)C(=O)N(CC#N)C1c1cccs1 (centres undefined) | 9&1 | 9 | -1 | 0.5 | 25 | -5 | 0.3 | 10 | 18&7
Cn1c(SCC(=O)c2ccccc2)nnc1-c1cccnc1 | -5 | 5 | -22 | 0.2 | 19 | 2 | 0.0 | 8 | 9
Cn1c(=O)c2c(ncn2CC(=O)N2CCCCCC2)n(C)c1=O | 17 | -5 | 10 | 0.4 | 0 | . | 1.2 | -11 | 6
Cc1nnc(NC(=O)CSc2nc3[nH]ncc3c(=O)[nH]2)s1 | 13 | -6 | 13 | 0.7 | 1 | 2 | 0.8 | -28 | 3
Cc1cccc(N2CCN(C(=S)c3ccc([N+](=O)[O-])cc3)CC2)c1 | -26 | 4 | 14 | 0.8 | -2 | -3 | -1.0 | 20 | 6
C#CCNC(=O)C1=C[C@@H](c2ccccc2)[C@H](CCCO)[C@@H](OCC)O1 | 9 | 7 | 24 | -0.2 | -3 | -2 | 0.7 | 16 | 5
Cc1cc(C)cc(C(=O)NCC(=O)OCC(=O)N(C)c2ccccc2)c1 | -15 | -12 | 1 | 0.2 | 3 | 1 | 1.4 | 5 | 10
COc1cc(Cl)c(C)cc1NC(=O)CSc1cc(Cl)ccc1Cl | 18 | -21 | 23 | 0.0 | -3 | 2 | -1.5 | 19 | 13

Screening data deposited in PubChem BioAssay by several laboratories.
